Compound activity: PubChem, Emory University Molecular Libraries Screening Center
14-3-3g Raf: alters human 14-3-3 gamma binding to Raf peptide; P61981; inhibition, % at 40 µM; 160,000 tested, 0.19% active; FP, 14-3-3gamma / TMR-pS259-Raf peptide binding; AID 422; in the data active = inhibition above about 30%;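 also: 0% = protein plus tracer without compound and 100% = blank with tracer alone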
Target sequence (P61981 whole entry, looked up): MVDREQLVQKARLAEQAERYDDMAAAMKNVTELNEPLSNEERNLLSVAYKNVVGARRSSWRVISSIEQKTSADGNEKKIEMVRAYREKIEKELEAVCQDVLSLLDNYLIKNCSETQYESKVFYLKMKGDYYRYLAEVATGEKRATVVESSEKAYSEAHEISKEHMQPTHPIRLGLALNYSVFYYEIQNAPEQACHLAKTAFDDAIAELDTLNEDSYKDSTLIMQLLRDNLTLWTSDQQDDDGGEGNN
Active calls of the source: *; & = joins results of further samples. Not all compounds are listed; the hit share may differ from the screen's.

molecule	14-3-3g Raf
O=C(NCc1ccc2c(c1)OCO2)c1cccs1	8&-7
Cc1ccc(Nc2nc(N)nc(CN3CCN(c4ccccc4F)CC3)n2)cc1	-11
CCC(=O)N1CCN(C(=O)CC)C1c1ccccc1	-1&-3
Cc1cc(C)n2cc(CSC3=NCCS3)nc2n1	-3
CS(=O)(=O)N1CCN(CC2CC3C=CC2C3)CC1 (stereo unspecified)	-4&-7
CCOc1ccccc1NC(=O)c1c(NC(=O)C(C)(C)C)sc2c1CCCC2	-3
CC1(C)Cc2c(C#N)c(NCCN3CCOCC3)nc(-c3ccco3)c2CO1	-7
Clc1ccccc1C1N(Cc2ccccc2)CCN1Cc1ccccc1	1
Cc1cccc(N)c1NC(=O)c1ccccc1	-7
C=CCc1ccccc1OCC(O)CN(C(C)C)C(C)C (stereo unspecified)	-4
O=C(CCNS(=O)(=O)c1cccs1)N1CCCC1	-1
COc1ccc(S(=O)(=O)Nc2ccc3c(c2)OCO3)c2ccccc12	-4
Cc1ccc(CN2CC34C=CC(O3)C(C(=O)NC3CCCCC3)C4C2=O)cc1 (stereo unspecified)	3
COCCCNC(=O)c1ccc(Cl)c([N+](=O)[O-])c1	5
COc1ccc(-n2c(=S)[nH]c3cc(C(=O)NCCC4=CCCCC4)ccc3c2=O)cc1	-13
CCOC(=O)Cc1c(C)nc2c(-c3cccc(Br)c3)cnn2c1C	-12
CCn1cc(C(=O)N2CCN(C(=O)c3ccco3)CC2)c2cc(OC)c(OC)cc2c1=O	-6&0
CCC(=O)N1CCc2cc(Br)cc(S(=O)(=O)N3CCCC(C(=O)NCCc4ccccc4)C3)c21 (stereo unspecified)	-16
O=c1/c(=C/c2ccco2)sc2nc(-c3ccccc3Br)nn12	-34
CN(C)C(=O)Cn1c(=O)oc2ccccc21	-5
Cn1c(=O)c2c(ncn2CC(O)CNc2ccc(Br)cc2)n(C)c1=O (stereo unspecified)	-9
O=C(NCCSc1c(-c2ccc(F)cc2)[nH]c2ccccc12)c1ccco1	2
Cc1ccc(NCCNc2cc(C)nc3c2ccc2ccccc23)c(C)c1	-1
CCOC(=O)c1ccccc1NC(=O)Cn1cnc2c(cnn2-c2ccc(OC)cc2)c1=O	-5
COc1ccc(NC(=O)C2CCOC(C)(C)C2)cc1 (stereo unspecified)	-2
CCC(C)[C@H](NC(=O)Nc1cccc(OC)c1)C(=O)OC (stereo partly specified)	1
CC(=O)Nc1ccc2c(c1)C(=O)N(c1cccc(C)c1)C2=O	-2
CCOC(=O)C(Sc1ncnc2c1sc1nc(N3CCOCC3)c3c(c12)CC(C)(C)OC3)c1ccccc1 (stereo unspecified)	-5
CC(C)C12CN3CC(C(C)C)(CN(C1)C3c1ccc3c(c1)OCO3)C2=O (stereo unspecified)	0
C1=CC2CC1CC2CN1CCN(Cc2cccnc2)CC1 (stereo unspecified)	8
Cc1c(C(=O)N(C)C2CCCCC2)sc2ncnc(N3CCC(C)CC3)c12	-3
O=C(Nc1ccccc1N1CCN(c2ccccc2)CC1)c1cccc(F)c1	3
CCc1ccc(NC(=O)Cn2c(=O)n(-c3ccc(C)cc3)c(=O)c3ccccc32)cc1	-2
O=C(c1ncc[nH]1)c1ccco1	0&1
CC(=O)CSc1nc2c(c(=O)[nH]c(=O)n2C)n1Cc1ccccc1Cl	3
Cc1ccc(-n2c(CSc3nc(C)cc(C)n3)nnc2SCC(=O)NCc2ccco2)cc1	1
Cc1cc(C=Nc2ccc(N3CCOCC3)cc2)c(O)c([N+](=O)[O-])c1	86*
CC(=O)Oc1ccc(N(C(C)=O)S(=O)(=O)c2ccccc2)cc1	-12
COc1ccc(CNC(=O)CN2C(=O)CSc3ccc(S(=O)(=O)N4CCOCC4)cc32)cc1	-5
CC(C)CNS(=O)(=O)c1ccc(CCC(=O)O)cc1	-7
CN1CCN(C(=O)c2ccccc2NC(=O)c2cccs2)CC1	-3
COc1cccc(OC)c1C(=O)N=c1sc2c3ccccc3ccc2n1C	3
O=C(CC1N=C2c3ccccc3N=C(SCc3ccccc3F)N2C1=O)NCc1ccco1 (stereo unspecified)	-3
CCc1cc2c(=O)c(-c3ccc4c(c3)OCO4)c(C(F)(F)F)oc2c(CN(C)C)c1O	-5
COc1cccc2cc(C(=O)Nc3cccc(C)n3)c(=O)oc12	-13
Cc1cc(OCC(=O)Nc2sc3c(c2C(N)=O)CCCC3)ccc1[N+](=O)[O-]	-10
CCCCn1c(=O)[nH]c2ccccc21	5&-4
CCC(C)NC(=O)c1cc2nc(-c3ccc(C)cc3)cc(C(F)(F)F)n2n1 (stereo unspecified)	0
CCCCc1ccc(NC(=O)C(C)N2C(=O)c3ccccc3C2=O)cc1 (stereo unspecified)	-1
COc1ccccc1CNC(=O)CSc1nc2nc(C)c(Cc3ccccc3Cl)c(C)n2n1	-77

An excerpt from above in order of their number in 14-3-3g Raf, smallest number first:
molecule	14-3-3g Raf
CC(C)C12CN3CC(C(C)C)(CN(C1)C3c1ccc3c(c1)OCO3)C2=O (stereo unspecified)	0
Cc1ccc(-n2c(CSc3nc(C)cc(C)n3)nnc2SCC(=O)NCc2ccco2)cc1	1
Cc1cc(C=Nc2ccc(N3CCOCC3)cc2)c(O)c([N+](=O)[O-])c1	86*

Later entries
molecule	14-3-3g Raf
N#Cc1ccc(N2C(=O)C3C4C=CC(O4)C3C2=O)cc1 (stereo unspecified)	-39
O=C(NCc1ccco1)c1ccc(N2CC3CC(C2)c2cccc(=O)n2C3)c(NC(=O)c2ccc(Br)o2)c1 (stereo unspecified)	-4
CCc1cccc(CC)c1NC(=O)c1cc(S(=O)(=O)N2CCc3ccccc32)ccc1F	-1
COc1ccc(CCNC(=O)CCN2C(=S)NC(C)(C)CC2C)cc1OC (stereo unspecified)	-13
Brc1ccc(-c2nc(-c3ccccc3)nc(-c3ccccc3)n2)cc1	3
Cc1ccccc1NC(=O)c1ccc(C(C)(C)C)cc1	-8
COc1cccc(-c2cc(C(F)(F)F)nc(-n3ccc([N+](=O)[O-])n3)n2)c1	-3
CCOc1ccc2nc(C(=O)N3CCCCCC3)sc2c1	-2
O=C(c1cc(=O)n2c(nc3ccccc32)s1)N1CCN(c2ccccc2)CC1	-3
CCOc1cccc(=[O+]CC)c2c(C)oc(C)c12	-29
O=C1C(=O)N(CCN2CCOCC2)C(c2ccc(F)cc2)/C1=C(\O)c1ccc(Cl)cc1 (stereo unspecified)	0
Oc1ccc(C2(c3cccc(Cl)c3)CCCCC2)cc1	-7
Cc1n[nH]c(C)c1N1C(=O)c2cccc3c(Br)ccc(c23)C1=O	-3
Cc1ccc(C(=O)Nc2ccccc2C(=O)O)cc1S(=O)(=O)Nc1cccc(Cl)c1	-21
FC(F)(F)c1cccc(-c2nnc3cccc(Cl)n23)c1	-4
CCOC(=O)CSc1ncnc2c1c(-c1ccccc1)cn2-c1ccc(OCC)cc1	-4
COc1ccc(C2C(C(=O)Nc3ccccc3)=C(C)Nc3nc(CCCO)nn32)cc1 (stereo unspecified)	-4&3
Cn1ccnc1SCc1ccc(Br)cc1	0
O=C(COc1cccc(Cl)c1)Nc1ncn[nH]1	-3
Cc1ccc(-c2nnc3c4ccccc4c(C)nn23)cc1NC(=O)c1ccco1	6
O=C(Nc1ccc(Cl)c(-c2nc3ncccc3o2)c1)c1cccc(F)c1	-5
Cc1ccccc1CN1CCN(CC(=O)N2CCOCC2)C1=O	-1
CC1=C(C(=O)OCC(F)(F)F)C(c2ccc3c(c2)OCO3)NC(=O)N1 (stereo unspecified)	-3
NC(=O)c1cc(-c2ccccc2)nc(N2CCCCCC2)n1	3
CCOc1cc(OCC)cc(C(=O)Nc2ccc(-c3nc4ncccc4o3)cc2)c1	-6

Brought forward from above: three entries, then new ones.
molecule	14-3-3g Raf
CC1=C(C(=O)OCC(F)(F)F)C(c2ccc3c(c2)OCO3)NC(=O)N1 (stereo unspecified)	-3
NC(=O)c1cc(-c2ccccc2)nc(N2CCCCCC2)n1	3
CCOc1cc(OCC)cc(C(=O)Nc2ccc(-c3nc4ncccc4o3)cc2)c1	-6
CCOc1ccc(CCNC(=O)C2CCCN(S(=O)(=O)c3c(C)n[nH]c3C)C2)cc1OCC (stereo unspecified)	-5
NC(=O)C1CCN(C(=O)c2ccc3c(=O)n(Cc4ccccc4)c(=S)[nH]c3c2)CC1	-1
O=C(CCCc1cccs1)Nc1nc2c(s1)CCCC2	-4
O=C1CC(c2ccccc2)CC2=C1C(c1ccc3c(c1)OCO3)Nc1ccc(C(=O)c3ccccc3)cc1N2 (stereo unspecified)	2
C=CCN=c1cc(-c2ccccc2)oc2ccc(C)cc12	-12
COCCNC(=O)c1ccc2snnc2c1	2
N#Cc1cc(-n2nc(-c3ccccc3)c3ccccc3c2=O)c([N+](=O)[O-])cc1C#N	3
O=c1[nH]c2ccccc2c2ccccc12	-11
O=C(CCCn1c(=O)[nH]c2cc(Cl)ccc2c1=O)NCCc1c[nH]c2ccccc12	1
O=C(NCc1cccnc1)C1CCC(=O)N1CCc1ccccc1 (stereo unspecified)	-10
O=S(=O)(NC1CCCCC1)c1cccc(-c2nnc(-c3ccccc3)o2)c1	2
COC(=O)CN1C(=O)C2(C(C#N)=C(N)Oc3n[nH]c(-c4cccs4)c32)c2ccccc21 (stereo unspecified)	-8
CCSc1nc2ccccc2n1CC(=O)OC	-4
Nc1cccc(Oc2ccc3c(c2)C(=O)N(c2ccccc2)C3=O)c1	3
CC1CC(C)(C)Cc2c1sc1[nH]c(=S)n(-c3ccccc3)c(=O)c21 (stereo unspecified)	-17
Cn1c(CC(=O)O)c(Sc2ccccc2)c2ccccc21	-13
c1ccc(OCCCn2nnc(-c3ccc(N4CCOCC4)cc3)n2)cc1	-17
O=S(=O)(c1ccc(Nc2ccc3c(c2)OCO3)nc1)N1CCOCC1	5
Cc1cc(C)n(C(=O)c2cc(-c3ccc(C)c(C)c3)nc3ccccc23)n1	-6
Cc1ccc(CCNC(=O)CCn2c(=O)[nH]c3ccccc3c2=O)cc1	-11
CCOc1cccc(-n2cc(-c3ccc(C)cc3)[nH]c2=S)c1	-12
COc1ccc(CNC(=O)CCN2C(=O)c3ccccc3C2=O)cc1	-1
O=S(=O)(Nc1ccc(S(=O)(=O)N2CCCCC2)cc1)c1ccc(Br)s1	-2
O=C1CC(c2ccc(F)cc2)Cc2nc(NCc3ccccc3)ncc21 (stereo unspecified)	0
O=C(c1ccc(CS(=O)(=O)c2ccc(Br)cc2)o1)N1CCN(c2ccccn2)CC1	-5

Carrying on:
molecule | 14-3-3g Raf
Cc1ccc(CNC(=O)c2ccc3c(=O)n(CCc4ccccc4)c(=O)[nH]c3c2)cc1 | -2
C=CCOC(=O)C1=C(C)NC(=S)NC1c1ccc(OCc2ccc(F)cc2)c(OC)c1 (stereo unspecified) | -12
CC1=C(C(=O)OCCOc2ccccc2)C(c2cccc(Cl)c2)NC(=O)N1 (stereo unspecified) | -9
NC(CC(=O)OC1CCCCC1)C(=O)OC1CCCCC1 (stereo unspecified) | 2
CCCn1c(=O)c2ccccc2n2c(SCc3nnc(-c4ccccc4Br)o3)nnc12 | -3
O=C(Nc1ccccc1C(=O)Nc1ccccc1Cl)c1ccco1 | 3
CCCOc1ccccc1C1C(C(=O)OCC)=C(C)NC2=C1C(=O)CC(c1ccccc1)C2 (stereo unspecified) | -12
CCOC(=O)c1ccc(Nc2nc(C)cc(C)c2C#N)cc1 | 8
O=C(O)C1CC=CCC1C(=O)Nc1cccc(C(=O)N2CCCCC2)c1 (stereo unspecified) | 1
O=C(Nc1cccc(-c2csc(-c3ccccc3)n2)c1)c1cccnc1 | -6

Given with each value named: part of the list above.
O=C1CC(c2ccc(F)cc2)Cc2nc(NCc3ccccc3)ncc21 (stereo unspecified)
  14-3-3g Raf: 0

CC1=C(C(=O)OCCOc2ccccc2)C(c2cccc(Cl)c2)NC(=O)N1 (stereo unspecified)
  14-3-3g Raf: -9

O=C1C(=O)N(CCN2CCOCC2)C(c2ccc(F)cc2)/C1=C(\O)c1ccc(Cl)cc1 (stereo unspecified)
  14-3-3g Raf: 0

CC1CC(C)(C)Cc2c1sc1[nH]c(=S)n(-c3ccccc3)c(=O)c21 (stereo unspecified)
  14-3-3g Raf: -17

Other compounds follow:
molecule | 14-3-3g Raf
O=C(Nc1nc2c(s1)CCCC2)C1COc2ccccc2O1 (stereo unspecified) | -5
O=S(=O)(c1cccc2cccnc12)N1CCN(c2ccccc2F)CC1 | -7
O=C(O)c1oc2ccc(Br)cc2c1-n1cccc1 | -2
O=C(Nc1ccc2oc(-c3cccc(F)c3)nc2c1)c1ccccc1F | -14
CCOc1cccc2c1OC1(C)C(C(=O)Nc3ccc(Cl)cc3)C2NC(=S)N1CCCOC (stereo unspecified) | 5
Cn1c(=O)c2c(ncn2CC(O)CNC=O)n(C)c1=O (stereo unspecified) | -1
Cc1c(Cl)cccc1-c1ccc(C(=O)N2CCN(c3ccc([N+](=O)[O-])cc3)CC2)o1 | -9
CC(=O)OC(C(=O)NC1CCCCC1)c1ccc(C)cc1 (stereo unspecified) | -6
COC(=O)C1=C(C)NC2=C(C(=O)CC(c3ccc(OC)cc3)C2)C1c1ccccc1F (stereo unspecified) | 6
Cc1cc(C(=O)OCC(=O)NCCc2ccccc2)c(C)o1 | 0
O=C(c1cc(-c2ccc3c(c2)OCO3)on1)N1CCOCC1 | -10

Pulled one by one from the list above (7):
molecule | 14-3-3g Raf
CC(=O)OC(C(=O)NC1CCCCC1)c1ccc(C)cc1 (stereo unspecified) | -6
Cc1c(Cl)cccc1-c1ccc(C(=O)N2CCN(c3ccc([N+](=O)[O-])cc3)CC2)o1 | -9
O=C(O)c1oc2ccc(Br)cc2c1-n1cccc1 | -2
Cn1c(=O)c2c(ncn2CC(O)CNC=O)n(C)c1=O (stereo unspecified) | -1
COC(=O)C1=C(C)NC2=C(C(=O)CC(c3ccc(OC)cc3)C2)C1c1ccccc1F (stereo unspecified) | 6
O=S(=O)(c1cccc2cccnc12)N1CCN(c2ccccc2F)CC1 | -7
CCOc1cccc2c1OC1(C)C(C(=O)Nc3ccc(Cl)cc3)C2NC(=S)N1CCCOC (stereo unspecified) | 5
